Source: PubChem
bIAP act: increases bovine intestinal alkaline phosphatase activity | purified bovine IAP, CDP-star luminescence, 30 min; hits give high values; fold of DMSO-control signal, blank-subtracted | activation factor at 20 µM | hit rate 0.17% among 200,000;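 active means activation factor of 2 or more at 20 µM, a signal rise over negative controls twice the positive control's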
Efa HMGR inh: E. faecalis class II HMG-CoA reductase inhibition. purified E. faecalis HMGR, NADPH absorbance 340 nm kinetic. inhibition, % at 10 µM. hit rate 0.41% among 190,000;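 active means inhibition above a set limit, the median over all tested compounds plus 3 SD, cut at about 9.5% in these data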;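 further: enzyme runs in reverse so mevalonate oxidation gives rising NADPH absorbance; 0% = complete reaction with DMSO and 100% = background rate lacking mevalonate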
SRC2 TRFRET art: flags TR-FRET format artefacts in PPARgamma SRC-2 recruitment agonist screen; TR-FRET artefact counter-screen; hits give high values; TR-FRET ratio at 8 µM; hit rate 0.4% among 200,000; in the data active means TR-FRET ratio above about 2000; further: inactives centre near 1500
TNAP act hi DEA: activators of human TNAP at high phosphate acceptor concentration; P05186; purified TNAP, CDP-star luminescence, 1 M DEA, 30 min; hits give high values; 0 = EDTA background, 1 = DMSO-only activity; activation factor at 20 µM; 200,000 tested, under 10 active; AID 1136;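 active means activation factor at least 2 at 20 µM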
Target sequence (P05186 whole entry, looked up): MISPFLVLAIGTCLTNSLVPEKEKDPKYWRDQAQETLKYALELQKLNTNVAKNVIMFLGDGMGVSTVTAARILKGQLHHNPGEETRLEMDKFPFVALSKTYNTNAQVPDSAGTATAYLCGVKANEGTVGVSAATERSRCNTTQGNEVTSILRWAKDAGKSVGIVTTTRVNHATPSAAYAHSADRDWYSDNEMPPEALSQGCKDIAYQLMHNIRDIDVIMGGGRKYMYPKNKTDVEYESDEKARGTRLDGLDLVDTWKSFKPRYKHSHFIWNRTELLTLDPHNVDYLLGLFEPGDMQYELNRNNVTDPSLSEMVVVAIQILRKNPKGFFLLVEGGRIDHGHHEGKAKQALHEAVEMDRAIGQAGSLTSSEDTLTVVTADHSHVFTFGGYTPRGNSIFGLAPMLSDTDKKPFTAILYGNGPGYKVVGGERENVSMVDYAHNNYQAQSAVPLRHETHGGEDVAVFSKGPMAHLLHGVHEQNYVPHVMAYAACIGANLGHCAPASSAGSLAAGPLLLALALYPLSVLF
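system = human TNAP | amount = enzyme diluted 1/800 final | reagent = 100 µM CDP-star substrate | signal = luminescent substrate turnover signal | dosing = one dose, 20 µM | benchmarks = EDTA negative control, DMSO positive control | measure = activation factor | timing = 30 min reaction, room temperature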
PPARg SRC-1 ag: promotes SRC-1 coactivator recruitment by human PPARgamma; P37231; PPARgamma-SRC-1 coactivator recruitment biochemical assay; activation, % at 8 µM; hit rate 0.41% among 200,000; AID 631; in the data active means activation above about 19%;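 further: 0% = DMSO and 100% = reference agonist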
Target sequence (P37231 whole entry, looked up): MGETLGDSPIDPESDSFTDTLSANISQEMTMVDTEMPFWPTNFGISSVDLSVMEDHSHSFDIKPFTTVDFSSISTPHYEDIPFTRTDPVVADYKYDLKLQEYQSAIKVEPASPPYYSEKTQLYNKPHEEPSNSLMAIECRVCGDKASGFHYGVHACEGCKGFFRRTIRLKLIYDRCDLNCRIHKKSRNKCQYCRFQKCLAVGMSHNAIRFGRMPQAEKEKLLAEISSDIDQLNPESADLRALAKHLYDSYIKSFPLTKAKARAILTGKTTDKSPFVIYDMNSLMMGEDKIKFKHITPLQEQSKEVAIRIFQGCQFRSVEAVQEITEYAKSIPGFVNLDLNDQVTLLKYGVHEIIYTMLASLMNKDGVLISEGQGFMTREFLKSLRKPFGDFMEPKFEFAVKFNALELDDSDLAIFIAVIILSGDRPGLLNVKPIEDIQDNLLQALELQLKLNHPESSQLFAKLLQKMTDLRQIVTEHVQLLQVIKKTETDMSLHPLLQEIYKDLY
TNAP inh hiacc: blocks human TNAP under high phosphate acceptor concentration | purified TNAP, CDP-star luminescence, 1 M DEA | inhibition, % at 20 µM | hit rate 0.03% among 200,000 | P05186 | AID 1135;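 active means over 50% inhibition of tissue-nonspecific alkaline phosphatase at 20 µM in the single-dose screen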;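 further: plate controls were DMSO wells for no effect and EDTA-quenched wells as full inhibition for full effect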
TNAP inh noacc: TNAP (human) inhibition, acceptor-free conditions. hit rate 0.26% among 200,000. P05186. purified TNAP, CDP-star luminescence, 30 min. inhibition, % at 20 µM. AID 1012;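 active means tissue-nonspecific alkaline phosphatase inhibition above about 50% at 20 µM in the single-dose screen, limit read from the data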;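 further: 0% = DMSO negative control and 100% = EDTA positive control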
bIAP inh: blocks bovine intestinal alkaline phosphatase activity; purified bovine IAP, CDP-star luminescence, 30 min; inhibition, % at 20 µM; 190,000 tested, under 10 active;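 active means over 50% inhibition of intestinal alkaline phosphatase at 20 µM in the single-dose screen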
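test system = bovine IAP enzyme | medium = DEA buffer 100 mM, pH 9.8, with MgCl2 1.0 mM, ZnCl2 0.02 mM | detection = luminescence | dosing = single compound dose of 20 µM, 2% DMSO final | incubation = 30 min reaction at room temperature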
PPARg SRC-3 ag: PPARgamma-driven SRC-3 recruitment agonism | AID 731 | biochemical PPARgamma/SRC-3 coactivator recruitment assay | hit rate 0.26% among 200,000 | P37231 | activation, % at 8 µM; in the data active means activation above about 23%;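 further: 0% = DMSO and 100% = reference agonist; some compounds past the cut are filed as inactive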
PPARg SRC-2 ag: agonists of SRC-2 recruitment by human PPARgamma; P37231; PPARgamma LBD-SRC-2 recruitment, biochemical; activation, % at 8 µM; hit rate 0.34% among 200,000; AID 1032; in the data active means activation above about 22%;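 further: 0% = vehicle and 100% = reference agonist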
* marks the source's active call; other numbers are inactive results. Outcome played no part in choosing rows. Share with any hit: about 1.6%.

The first two compounds (preview)
SMILES	bIAP act	Efa HMGR inh	SRC2 TRFRET art	TNAP act hi DEA	PPARg SRC-1 ag	TNAP inh hiacc	TNAP inh noacc	bIAP inh	PPARg SRC-3 ag	PPARg SRC-2 ag
C=CCN(C(=O)CCC(=O)Nc1cc(C)on1)C(C(=O)NC1CCCC1)c1cccnc1 (stereo not given)	1	-1.5	1661	1	2.3	-4.6	-8.4	-3.6	2.9	3.8
CS(=O)(=O)NN1C(=O)c2ccccc2NC1c1cccc(O)c1 (stereo not given)	1	1.9	1484	1.1	7.6	-6.2	-12.9	-3.7	0.6	-2.2

The list itself, from the first entry:
SMILES	bIAP act	Efa HMGR inh	SRC2 TRFRET art	TNAP act hi DEA	PPARg SRC-1 ag	TNAP inh hiacc	TNAP inh noacc	bIAP inh	PPARg SRC-3 ag	PPARg SRC-2 ag
C=CCN(C(=O)CCC(=O)Nc1cc(C)on1)C(C(=O)NC1CCCC1)c1cccnc1 (stereo not given)	1	-1.5	1661	1	2.3	-4.6	-8.4	-3.6	2.9	3.8
CS(=O)(=O)NN1C(=O)c2ccccc2NC1c1cccc(O)c1 (stereo not given)	1	1.9	1484	1.1	7.6	-6.2	-12.9	-3.7	0.6	-2.2
CCCCC(CC)C(=O)NCC(C)NC(=O)C(CC)CCCC (stereo not given)	1.1	-4.9	1704	1.1	-3.4	-8.4	-12.1	-13.9	-0.1	6.6
CC(C)(C)c1ccc(OCC(=O)NNC(=O)C2CCCO2)cc1 (stereo not given)	1.4	-5.4	1492	1.1	4.0	-6.0	-163.6	-38.9	4.9	5.1
O=C1CCC2S/C(=C/Nc3ccc(C(F)(F)F)cc3)C(=O)N12 (stereo not given)	1	-6.4	1551	1	-0.5	-2.5	-12.7	-1.5	-3.2	2.4
CCCCn1c2c(c(=O)n(C)c1=O)C(CC(=O)OCC(=O)Nc1cccc(C(F)(F)F)c1)C(=O)N2 (stereo not given)	1	-8.5	1701	1.1	5.7	-5.8	-8.7	-2.9	9.3	3.6
Cc1nn(-c2ccccc2)c2c1C(c1ccc(F)cc1F)C(C#N)=C(N)O2 (stereo not given)	0.9	-2.6	1639	1	0.8	-4.2	-12.5	8.8	-2.5	-2.0
CN(Cc1ccccc1)c1ccc(S(=O)(=O)N2CCC(C(=O)O)CC2)cc1[N+](=O)[O-]	0.9	-3.0	1539	1	1.9	3.3	-1.4	11.0	2.3	10.5
Cc1cc(C)cc(NC(=O)C(=O)NCCc2c[nH]c3ccccc23)c1	0.9	-2.0	1525	1.1	4.2	-6.4	-14.0	8.6	-4.5	-1.6
COC(=O)[C@@]1(Cc2ccc(OC)cc2)[C@@H]2C(=CC(=O)[C@H]2CC(=O)C(=O)N2CCCC2)CN1C(=O)c1ccccc1	0.6	-10.8	1489	1	6.9	-2.7	-11.2	39.6	3.4	5.9
N#CC1=C(N)OC2=C(C(=O)CCC2)C1c1ccsc1 (stereo not given)	0.9	1.9	1847	1	7.5	-4.1	4.7	6.5	2.8	10.5
Cc1ccc(C(=O)N2CCN(c3ccc(NC(=S)NC(=O)Cc4ccccc4)cc3)CC2)cc1	1	-1.2	1609	1	-2.5	-0.6	-10.4	0.8	-3.8	-0.2
Cc1cccc(NC(=O)CC2CCC2)c1	0.9	-5.1	1632	1	4.3	-4.1	-15.2	9.4	6.1	2.4
O=C(CSc1nc(-c2ccco2)cc(C(F)(F)F)n1)N1CCc2ccccc2C1	0.9	-5.2	1628	1	3.8	0.1	-2.9	5.3	-6.5	10.5
COc1cc(C(=O)OCC(=O)NC(=O)c2cccn2C)ccc1OC(F)F	1.2	-9.5	1506	1	0.4	-3.6	-9.5	-15.5	3.0	11.6
COc1cc2c3nnc(-c4ccc(F)cc4)c-3cn(Cc3ccc(F)cc3)c2cc1OC	1	-10.6	1536	1.1	6.1	-5.5	-7.3	-3.7	-1.2	0.0
O=C(CN1CCN(c2ccc(Cl)cc2)CC1)Nc1cccc(F)c1	1	-1.5	1594	1	8.8	-0.6	-9.7	3.8	2.1	1.0
CC(/C=C1\SC(=O)N(CCCC(=O)O)C1=O)=C\c1ccccc1	0.9	-5.8	1546	1	3.5	-3.5	-11.6	6.2	-0.4	7.0
CC(C)(CO)NC(=O)Nc1ccc(Cl)c(Cl)c1	1.1	-5.9	1380	1	-7.6	-3.2	-12.3	-13.0	-0.6	-2.9
COc1ccc(Cn2nnnc2C(C(C)C)N2CCc3ccccc32)cc1 (stereo not given)	0.9	-3.8	1470	1	-1.0	0.8	-5.4	10.3	-9.1	-6.0
O=C(CCC1COc2ccccc2O1)Nc1ccccn1 (stereo not given)	0.9	-4.8	1611	1	-4.6	-0.1	-6.9	7.3	17.4	5.6
O=C(N[C@@H](Cc1ccccc1)C(=O)NC1CCCCC1)c1ccco1	0.9	-4.3	1398	1	-3.4	-4.9	-22.2	7.2	1.2	1.0
CCOC(=O)CSc1nnc(CNC(=O)c2ccc(OC)cc2OC)n1-c1ccc(OC)cc1	1	-3.5	1442	1	2.7	-3.3	-17.2	1.0	-11.8	-2.9
Cc1cc2c(cc1C)NC(CC(=O)NCc1ccccc1)C(=O)N2 (stereo not given)	0.8	-1.3	1637	1	7.7	-3.6	-11.7	16.2	3.6	1.2
COc1ccccc1-c1nnc(SCC(=O)c2ccc(C3CCCCC3)cc2)n1Cc1ccco1	0.9	3.9	1570	1.1	-0.2	-8.5	-2.1	8.6	1.8	5.3
O=C(NNc1nc(-c2ccc(Cl)cc2)cs1)c1ccco1	1	-1.1	1664	0.9	8.7	9.8	-131.7	1.7	1.1	2.8
O=C(NC1CCCC1)C(c1ccccc1)N(Cc1ccco1)C(=O)Cc1cccs1 (stereo not given)	0.9	-4.5	1495	1	-5.4	-3.4	-15.2	8.9	2.0	3.8
O=C(COc1ccccc1)NCc1n[nH]c(=S)n1-c1ccccc1	0.9	-2.5	1522	1	6.3	1.2	1.4	12.1	0.1	5.2
CC(C)(C)NC(=O)C(=O)NNC(=O)c1cccc(Br)c1	1.5	3.5	1613	1	10.0	-3.6	-45.6	-49.7	0.3	1.9
CCOC(=O)N1N=C(c2ccccc2)CC1(O)C(C)(F)F (stereo not given)	1.1	-4.4	1538	1	0.7	-0.1	1.6	-5.5	3.2	2.3
Cc1ccc(C(=O)NCC(=O)OCC(=O)c2ccc3c(c2)NC(=O)CO3)cc1	1.1	4.4	1596	1	0.0	-2.5	-7.2	-5.4	1.9	5.1
O=C(O)c1oc2ccccc2c1CSCc1ccccc1	0.9	3.3	1549	0.9	-1.1	6.8	6.2	5.3	-4.0	-13.6
O=C(Nc1ccc2c(c1)OCO2)N1CCN(c2ncccn2)CC1	0.9	0.8	1593	1	5.6	-4.4	-9.5	8.8	0.2	20.2
COC(=O)CSc1nc(C)cc(N2CCOCC2)n1	1	0.6	1579	1	13.8	-2.7	0.2	3.4	3.4	-5.1
CCC(C)NCCOCCOc1ccc(Br)cc1 (stereo not given)	0.7	-0.3	1518	1.1	0.3	-8.2	-7.6	30.1	-5.5	-3.3
Cc1cc(/C=C2/SC(=O)N(CC(=O)OC(C)C)C2=O)c(C)n1C	0.9	-1.2	1432	1	2.3	-3.0	-19.3	10.8	-4.8	-0.4
Cc1nn(Cc2ccc(Cl)cc2Cl)c(C)c1NC(=O)c1nn(C)cc1Cl	1.1	-3.1	1523	1	5.1	-4.8	-8.5	-7.6	2.0	0.8
COc1ccc(OC)c(NC(=O)Cc2coc3ccc4ccccc4c23)c1	0.9	-2.0	1571	1.1	-1.5	-7.6	-10.1	8.3	-0.7	1.2
COc1ccc(N2CC(C(=O)NC3=NCCS3)CC2=O)cc1 (stereo not given)	0.9	-1.9	1647	1	3.1	-4.5	-9.9	5.7	3.2	1.7
Cn1c(=O)[nH]c(Nc2ccc(F)cc2)c([N+](=O)[O-])c1=O	0.9	2.2	1362	1	5.0	0.3	-3.5	11.3	1.0	9.5
Cc1cc2ccccc2c(=O)n1CC(=O)Nc1ccc2c(c1)OCO2	0.9	3.3	1904	1	8.2	-4.4	-15.0	7.8	4.3	9.0
COc1ccccc1C(=O)NCCNC(=O)c1ccco1	0.9	-0.9	1314	1	5.8	2.6	-6.8	9.9	-11.2	-8.6
O=C(/C=C/c1cc([N+](=O)[O-])ccc1OC(F)F)Nc1ccc(OC(F)F)cc1	1	-5.7	1738	1	12.7	-4.6	-12.6	4.3	6.2	11.8
Cc1ccc(NC(=O)C(=O)NCc2ccccn2)cc1	1.1	-2.6	1688	1	2.8	1.4	-2.6	-10.0	-2.2	1.4
CCc1ccccc1NC(=O)Nc1cccn(Cc2ccc(F)cc2)c1=O	0.9	-0.7	1474	1	10.4	-0.1	-3.9	6.8	0.0	1.7

3 entries drawn at random from those above:
SMILES	bIAP act	Efa HMGR inh	SRC2 TRFRET art	TNAP act hi DEA	PPARg SRC-1 ag	TNAP inh hiacc	TNAP inh noacc	bIAP inh	PPARg SRC-3 ag	PPARg SRC-2 ag
O=C(O)c1oc2ccccc2c1CSCc1ccccc1	0.9	3.3	1549	0.9	-1.1	6.8	6.2	5.3	-4.0	-13.6
CCc1ccccc1NC(=O)Nc1cccn(Cc2ccc(F)cc2)c1=O	0.9	-0.7	1474	1	10.4	-0.1	-3.9	6.8	0.0	1.7
COC(=O)CSc1nc(C)cc(N2CCOCC2)n1	1	0.6	1579	1	13.8	-2.7	0.2	3.4	3.4	-5.1

(continued)
SMILES	bIAP act	Efa HMGR inh	SRC2 TRFRET art	TNAP act hi DEA	PPARg SRC-1 ag	TNAP inh hiacc	TNAP inh noacc	bIAP inh	PPARg SRC-3 ag	PPARg SRC-2 ag
Cc1ccc2nc3c(c(Nc4ccc5c(c4)OCCO5)c2c1)CCC3	1	-2.3	1529	1	4.2	-2.7	-12.2	4.3	-0.9	4.8
CCN(CCNC(=O)c1cccc(N2CCCC2=O)c1)c1ccccc1	1	-1.9	1522	1	6.5	-3.3	-6.0	3.4	0.8	7.4
CSc1nc(C)cc(-n2cc(F)c(=O)[nH]c2=O)n1	1	-9.5	1609	1.1	4.7	-5.0	-7.5	-1.5	1.9	7.6
CC(Sc1nc(N2CCOCC2)c2c(c1C#N)CC(C)(C)OC2)C(=O)Nc1ccccc1 (stereo not given)	0.9	-6.9	1489	1	-3.5	-0.6	-19.8	6.3	3.3	4.4
O=C(Nc1ccc(-n2cnnn2)cc1)C1CCC1	0.9	1.1	1572	1	7.6	0.6	14.8	10.4	-1.6	4.0
CN(CC(=O)Nc1cccnc1)S(=O)(=O)c1cc(Cl)ccc1Cl	0.9	-3.0	1501	1	-2.2	3.1	-6.0	9.3	10.3	8.4
COCCCNC(NC(=O)c1ccc(OC)cc1)C(Cl)(Cl)Cl (stereo not given)	1	-10.0	1528	1	0.0	-1.2	-6.1	-2.3	3.2	8.0
O=C(Oc1cccc(Br)c1)c1cccnc1	0.9	-2.1	1530	1	5.1	-3.6	-13.9	7.0	4.8	2.4
Cc1ccc(OCC(O)Cn2c(N)nc3c2c(=O)n(C)c(=O)n3C)cc1 (stereo not given)	1	-5.7	1417	1	1.1	-4.1	-1.7	1.9	-0.7	-6.1
